Compound activity: PubChem, The Scripps Research Institute Molecular Screening Center
GSTO1 counter: GSTO1 inhibition, counter-screen for RBBP9 inhibitors; recombinant GSTO1, activity-based probe fluorescence polarization; inhibition, % at 5.96 µM; 1.1% of 300,000 active; AID 1974;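 active means inhibition above the campaign mean inhibition plus 3 SD, cut at about 35% in these data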;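 further: 0% = GSTO1-1 with DMSO and 100% = wells lacking GSTO1-1 enzyme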
PAD4 FP inh: blocks human protein arginine deiminase 4. Q9UM07. recombinant PAD4, RCA probe fluorescence polarization. inhibition, % at 6.36 µM. 0.41% of 330,000 active. AID 485272;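 active means percent inhibition above a cutoff equal to the mean of all tested compounds plus 3 SD, cut at about 15% in these data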;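 further: 0% = PAD4 with RCA probe and DMSO and 100% = probe without PAD4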
LYPLA2 counter: counter-screen for PME1 inhibitors: inhibitors of human LYPLA2; recombinant LYPLA2, FP-Rh probe fluorescence polarization; inhibition, % at 5.9 µM; 0.38% of 320,000 active;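 active means inhibition above the screen-wide mean plus 3 SD, limit set per campaign, cut at about 26% in these data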;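 further: 0% = LYPLA2 with DMSO and 100% = wells lacking LYPLA2 enzyme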
Target sequence (O95372 whole entry, looked up): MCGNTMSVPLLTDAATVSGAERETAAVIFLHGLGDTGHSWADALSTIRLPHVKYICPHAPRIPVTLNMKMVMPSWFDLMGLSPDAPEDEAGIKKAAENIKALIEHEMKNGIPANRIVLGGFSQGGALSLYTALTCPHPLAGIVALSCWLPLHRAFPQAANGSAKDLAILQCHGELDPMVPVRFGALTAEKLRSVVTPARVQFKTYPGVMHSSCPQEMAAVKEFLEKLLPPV
PME-1 inh: PME-1 (human) inhibition; Q9Y570; recombinant PME-1, FP-Rh probe fluorescence polarization; inhibition, % at 5.9 µM; 0.53% of 320,000 active;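 active means inhibition above the campaign mean of all compounds plus 3 SD, cut at about 26% in these data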;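 further: competitive labeling of PME-1 active site by serine hydrolase directed probe; 0% = PME-1 with DMSO and 100% = wells lacking PME-1 enzyme; inhibitors block probe labeling so polarization falls and inhibition rises; many of its hits are not listed in these tables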
Target sequence (Q9Y570 whole entry, looked up): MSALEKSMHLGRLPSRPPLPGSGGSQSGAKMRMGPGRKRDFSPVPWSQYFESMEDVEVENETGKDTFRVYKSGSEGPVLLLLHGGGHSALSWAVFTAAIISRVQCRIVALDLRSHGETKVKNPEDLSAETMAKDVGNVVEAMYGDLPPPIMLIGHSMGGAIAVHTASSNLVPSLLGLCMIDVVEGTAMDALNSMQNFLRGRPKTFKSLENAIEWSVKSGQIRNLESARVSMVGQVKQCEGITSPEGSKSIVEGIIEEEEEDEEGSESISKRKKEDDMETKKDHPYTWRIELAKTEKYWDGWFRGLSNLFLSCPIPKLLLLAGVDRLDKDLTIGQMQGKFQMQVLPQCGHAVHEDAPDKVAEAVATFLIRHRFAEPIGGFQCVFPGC
PAFAH2 FP inh: inhibitors of human PAFAH2; recombinant PAFAH2, FP-rhodamine activity probe, fluorescence polarization; AID 492956; Q99487; 0.99% of 340,000 active; inhibition, % at 3.39 µM;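 active means inhibition above the mean over all tested compounds plus 3 SD, cut at about 30% in these data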;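 further: inhibitors block probe labeling of enzyme so polarization drops; 0% = enzyme with DMSO and 100% = wells lacking PAFAH2 protein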
LYPLA1 inh: counter-screen for PME1 inhibitors: inhibitors of human LYPLA1 | recombinant LYPLA1, FP-Rh probe fluorescence polarization | O75608 | 0.16% of 320,000 active | inhibition, % at 5.9 µM | AID 2174;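 active means inhibition above the mean of all tested compounds plus 3 SD, set per campaign, cut at about 14% in these data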;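 further: inhibitors block serine hydrolase probe labeling of LYPLA1 so polarization falls; 0% = enzyme with DMSO and 100% = wells lacking LYPLA1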
Target sequence (O75608 whole entry, looked up): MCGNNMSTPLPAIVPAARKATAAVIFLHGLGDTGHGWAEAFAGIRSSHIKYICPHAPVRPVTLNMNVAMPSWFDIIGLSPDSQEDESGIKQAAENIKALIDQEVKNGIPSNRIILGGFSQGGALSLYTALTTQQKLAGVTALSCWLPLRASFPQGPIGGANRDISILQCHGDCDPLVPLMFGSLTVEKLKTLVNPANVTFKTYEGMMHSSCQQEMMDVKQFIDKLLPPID
PAFAH1B3 FP inh: blocks human PAF acetylhydrolase 1B catalytic subunit 3 | Q15102 | recombinant PAFAH1B3, FP-rhodamine probe, fluorescence polarization | inhibition, % at 3.39 µM | 0.28% of 340,000 active;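 active means inhibition above the screen-wide average of all tested compounds plus 3 SD, cut at about 25% in these data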;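 further: 0% = enzyme with DMSO only and 100% = wells lacking PAFAH1B3 protein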
pPAFAH FP inh: pPAFAH (human) enzyme inhibition; recombinant pPAFAH, FP-rhodamine probe fluorescence polarization; Q13093; 1.5% of 330,000 active; inhibition, % at 3.39 µM;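 active means inhibition above the mean inhibition across the screen plus 3 SD, cut at about 25% in these data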;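 further: inhibitors block binding of the rhodamine activity-based probe so polarization drops; 0% = enzyme with DMSO and 100% = wells lacking pPAFAH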
PAFAH1B2 FP inh: PAFAH1B2 (human) inhibition; P68402; recombinant PAFAH1B2, FP-rhodamine activity probe, fluorescence polarization; inhibition, % at 3.39 µM; 1.2% of 340,000 active; AID 492953;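 active means inhibition above the mean of all tested compounds plus 3 SD, cut at about 24% in these data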;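 further: 0% = enzyme with DMSO and 100% = wells lacking PAFAH1B2; many of its hits are not listed in these tables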
Active calls of the source: *; · = no result given. A portion of the library; the hit share may differ from the screen's.

SMILES	GSTO1 counter	PAD4 FP inh	LYPLA2 counter	PME-1 inh	PAFAH2 FP inh	LYPLA1 inh	PAFAH1B3 FP inh	pPAFAH FP inh	PAFAH1B2 FP inh
O=C(Nc1ccc(Cl)c(C(F)(F)F)c1)[C@@H]1CC=C[C@@H]2CCN(Cc3ccccc3)C(=O)[C@@H]21	0	3	3	-6	-4	3	13	3	9
CCOC(=O)N1CCN(C(=O)c2ccc3nc(N4CCCCC4)sc3c2)CC1	1	-6	5	-7	-6	-3	2	4	0
Nc1nc(-c2ccccc2)c(-c2ccccc2)o1	4	4	-6	-10	-4	1	10	3	6
CN(C)c1ccc(C(C(=O)NCC2CCCO2)N(Cc2ccco2)C(=O)c2snc(C(N)=O)c2N)cc1 (stereo not given)	4	-1	2	5	2	-1	1	-1	5
COc1ccc(N2CCN(C(=O)c3oc4ccccc4c3C)CC2)cc1	7	-6	3	1	-6	2	3	4	1
COc1ccc(CN2C(=O)c3ccccc3C2C(=O)NCC2CCCO2)c(OC)c1 (stereo not given)	1	-7	-1	1	3	-2	1	-1	2
Cc1ccc(NC(=O)C(C)NC(=O)OCc2ccccc2)cc1C (stereo not given)	-3	-1	5	1	0	-2	8	2	2
CC(C)NS(=O)(=O)c1ccc2c(c1)NCC2	0	-1	7	1	2	4	3	-4	-3
CCCCn1c(N)c(N(CCOC)C(=O)CN(C)CC(=O)Nc2ccc(Cl)c(Cl)c2)c(=O)[nH]c1=O	·	-1	·	·	-10	·	4	6	7
COc1ccc(-c2nnc(SCC(=O)N3CCCC3=O)n2N)cc1OC	·	2	·	·	6	·	7	-1	5
Cc1cnc(C(=O)Nc2ccccc2C(=O)N2CCOCC2)cn1	14	-4	-4	0	-3	1	9	37*	7
Cc1ccc(Cn2c(=S)[nH]c3ccc(N4CCOCC4)cc3c2=O)o1	16	-4	9	7	19	4	11	13	4
O=C(NCCCN1CCOCC1)c1cn(-c2ccccc2)nc1-c1cccs1	-7	-3	0	-2	2	-2	8	1	-2
CC(C)(C)NC(=O)Cn1c(SCC(=O)NC2CCCCC2)nc2ccccc21	0	-2	-2	-4	1	-2	16	0	0
Cc1nn(S(=O)(=O)c2cccs2)c(C)c1Sc1ccc([N+](=O)[O-])cc1	2	1	-8	2	8	-5	0	9	-3
CCOC(=O)c1[nH]c2ccccc2c1NC(=S)Nc1ccccc1	3	4	0	-2	0	-1	8	6	1
COc1ccc(-c2oc(/N=C/N3CCOCC3)c(C#N)c2-c2ccc(OC)cc2)cc1	12	-8	2	0	7	-3	7	16	6
CC1CCC2C(=O)N(c3ccccc3OC(=O)c3ccccc3F)C(=O)C2C1 (stereo not given)	8	3	4	-4	-7	2	12	9	6
CCC(CO)Oc1cc(NCc2ccccc2)c2ncn(C3CCCC3)c2c1 (stereo not given)	·	-7	·	·	7	·	8	11	9
O=C(NCc1ccccc1Cl)c1cnc2ccccc2n1	1	0	3	6	1	-8	6	7	5
CCOc1ccc(N2CC(C(=O)N3CCN(C(=O)c4ccco4)CC3)CC2=O)cc1 (stereo not given)	-4	0	-1	-1	-2	-3	3	-6	-3
Cc1ccc(S(=O)(=O)N2CCOC2CNC(=O)C(=O)NCCCN2CCOCC2)cc1 (stereo not given)	9	3	3	-11	-3	-3	5	-2	7
O=C1c2ccccc2NC(c2cccs2)N1NS(=O)(=O)c1ccccc1 (stereo not given)	0	-4	-2	4	8	-2	3	-1	-1
Cc1ccc(NC(=O)O/N=C/c2ccc(Br)cc2)cc1	-1	-1	0	-11	-3	1	4	8	58*
COCCNC(=S)N/N=C/c1c(C)[nH]c2ccccc12	0	-4	0	12	-8	-2	11	5	4
O=C(CSc1nnc(COc2cccc3ccccc23)o1)N1c2ccccc2CCc2ccccc21	4	-4	-11	-11	-9	-2	-5	1	0
CCCOC(=O)c1ccc(NC(=O)C2CCCO2)cc1 (stereo not given)	8	1	3	6	-1	-1	3	2	5
NS(=O)(=O)c1ccc(CCNC(=O)CSc2ccc([N+](=O)[O-])cc2)cc1	8	2	-2	-5	8	1	8	1	3
CC(C)(C)n1ncc2c(=O)n(Cc3ccc(Cl)c(Cl)c3)cnc21	2	-3	-6	0	7	-5	-2	1	1
CN(Cc1nnc(-c2ccc(F)cc2)o1)c1ccccc1	4	2	-3	-12	-5	0	5	6	7
CC(C)(C)NC(=O)COC(=O)c1cc(F)c(F)cc1Cl	-4	7	7	0	9	3	4	-2	4
Cc1cc(-c2nn(-c3ccccc3)cc2/C=C2\SC(N)=NC2=O)ccc1OC(C)C	-7	-1	-14	-6	-31	-6	-24	-2	-10
COCCNC(=O)/C(C#N)=C/c1c(N2CCN(C)CC2)nc2c(C)cccn2c1=O	2	-1	5	-3	1	4	2	4	6
CCc1ccc(NC(=O)c2cnn(-c3ccccc3)c2C2CCNCC2)cc1	2	-5	-3	1	-2	-4	3	-1	5
c1coc(C2=Nc3cccc4cccc(c34)N2)c1	19	-2	2	2	7	0	20	8	4
Oc1ccc(/C=N/Nc2cccc(Cl)n2)c(O)c1	8	-2	-1	9	-9	7	12	6	11
NC(=O)c1cnn(-c2ccc3ccccc3c2)c1N	1	-2	2	3	3	1	13	6	8
Cc1cc(NC(=O)CS(=O)(=O)c2ccc(Cl)cc2)no1	5	-1	1	3	0	-1	5	1	4
O=C(CSCC(=O)N1CCCCC1)Nc1nc(-c2ccccc2)c(-c2ccccc2)s1	-4	-4	-17	-2	-4	-9	-1	9	5
CCOCCCNC(=O)C(NC(=O)c1ccc(=O)[nH]c1)c1ccc(C)cc1 (stereo not given)	1	-4	-4	-1	9	1	-2	1	1
O=C(N/N=C/c1c[nH]c2ccccc12)c1ccc(O)c(O)c1	40*	0	-5	10	14	-4	15	9	25*
COc1cccc(N2CCN(c3ccc4nnc(CCC(=O)N5CCN(C)CC5)n4n3)CC2)c1	2	-2	-5	9	5	0	4	2	4
COc1cccc(C(=O)Nc2sc3c(c2C#N)CCN(C(C)=O)C3)c1	12	-9	-2	1	3	-1	2	-2	1
COc1ccc(-n2nc(C(=O)NCC(=O)N3CCOCC3)c3ccccc3c2=O)cc1Cl	4	-3	6	-4	6	-5	15	5	2
CCN(CC)C(=O)c1cn(CCC#N)nc1-c1ccc2c(c1)OCCO2	3	-6	1	0	3	2	-9	4	1
O=C1c2oc3ccc(F)cc3c(=O)c2C(c2cccc(O)c2)N1CCCN1CCOCC1 (stereo not given)	4	0	5	-2	4	2	8	1	-1
Cc1cccc(OCC(=O)NCC(=O)N/N=C/c2cc(Br)cc(Br)c2O)c1	7	-2	-10	0	13	-3	8	24	34*
Clc1ccc(C[n+]2cc(-c3ccccc3)n3c2CCC3)cc1Cl	-6	-3	12	0	-7	-7	-2	-3	0
O=[N+]([O-])c1ccccc1N/N=C/c1c[nH]c2ccccc12	1	5	5	50*	9	-3	12	25*	4
C/C(Cc1ccccc1)=N\NC(=O)CNC(=O)c1ccccc1F	4	7	-4	-4	-3	-2	4	0	-4
CCCCC1(c2ccc(F)cc2)NC(=O)N(CC(=O)N2CCN(C(=O)c3ccco3)CC2)C1=O (stereo not given)	1	-3	1	4	-7	1	2	11	-2
CC(C)CN(C(=O)COC(=O)CCCc1nc2ccccc2s1)c1c(N)n(Cc2ccccc2)c(=O)[nH]c1=O	1	-2	3	5	5	5	0	1	5
O=S(=O)(c1ccccc1)N1CCN(c2ccccc2)CC1	2	0	2	2	6	2	4	2	2
OC(CN1CCOCC1)CN1CCOCC1	0	0	1	1	0	-4	6	4	5
O=C(CN1C(=O)C2C3C=CC(C3)C2C1=O)Nc1cccc(S(=O)(=O)N2CCCC2)c1 (stereo not given)	4	6	2	3	-1	-1	-1	-1	4
Cc1ccc(C(=O)NC(=S)Nc2ccccc2N2CCCC2)cc1[N+](=O)[O-]	3	-4	3	6	-10	-1	4	4	3
CCc1ccccc1NC(=O)C1CCN(C(=O)N2CCOc3ccccc32)CC1	2	3	-3	-3	0	-3	-5	2	3
CCCC(=O)Nc1nnc(Sc2ccc(N(C)C)cc2)s1	10	-1	8	-4	10	1	8	1	-6
O=C(NCc1ccccc1)C12CC3CC(CC(C3)C1)C2	7	-3	0	2	1	1	13	-6	12
O=C(CN1CCOCC1)Nc1cc(C(F)(F)F)ccc1Cl	6	-5	7	2	5	-2	8	6	3
Continued.
SMILES	GSTO1 counter	PAD4 FP inh	LYPLA2 counter	PME-1 inh	PAFAH2 FP inh	LYPLA1 inh	PAFAH1B3 FP inh	pPAFAH FP inh	PAFAH1B2 FP inh
CCC(C)(C)n1nnnc1C(c1ccc(F)cc1)N1CCC(C(N)=O)CC1 (stereo not given)	12	-2	-1	-2	-3	-1	-1	0	5
Cn1c(=O)c(=O)n(C)c2cc(N3CCCC3)c(NS(=O)(=O)c3ccc(Cl)cc3)cc21	18	1	13	1	4	8	9	6	7
COc1cccc(CN2CCN(CCCc3ccccc3)C(CCO)C2)c1O (stereo not given)	0	-4	6	-2	0	-3	10	1	3
O=C(COc1ccc(-n2cnnn2)cc1)Nc1ccc(F)c(Cl)c1	·	4	·	·	2	·	11	1	2
CCCCCSc1ncccc1C(=O)O	-1	-1	3	1	2	0	-2	20	5
COc1ccc(C#Cc2ccc3c(c2)c(=O)c2ccccc2n3C)cc1	0	0	-6	-12	-15	-4	-7	-3	-5
COc1ccccc1Cn1c(-c2ccccc2OC)nc2ccccc21	-7	4	-1	6	-3	-1	1	27*	-1
CC(=O)c1noc(C)c1C(=O)Nc1nccs1	7	0	4	-8	0	-1	3	-6	4
O=C(COc1ccc(C(=O)NCCN2CCOCC2)cc1)Nc1cccc(C(F)(F)F)c1	4	-8	-1	-2	-1	-13	0	-11	-4
CCOc1ccccc1NC(=O)c1cc2ccccc2oc1=O	11	0	0	2	-3	-3	7	-2	0
Cc1nnsc1S(=O)(=O)c1ccccc1	6	0	-2	-1	2	0	-1	-4	9
CCC(=O)Nc1sc2c(c1C#N)CCC2	-1	-2	2	-3	8	0	8	3	2
CCOC(=O)C1Nc2ccc(C)cc2C2C=CCC12 (stereo not given)	15	-9	-5	9	8	-3	4	22	-1
O=C(CNC(=O)c1ccccc1)N/N=C/c1cn[nH]c1-c1ccccc1	4	1	-5	4	3	1	-1	-4	0
CSc1nnc(-c2ccccc2)c(-c2ccccc2)n1	2	-3	2	-5	1	1	7	-1	0
Cc1cc(/C=C2\SC(=O)N(CC(=O)Nc3ccccc3F)C2=O)c(C)n1C	5	0	42*	-8	0	-7	4	2	-2
COc1cccc(Sc2cc(N3CCOCC3)nc(-c3ccccc3)n2)c1	4	-2	3	0	-7	0	-3	3	3
COc1cccc(N2CCN(C(=S)Nc3ccc(C)cc3C)CC2)c1	2	0	1	-1	4	-1	8	5	2
O=C(Nc1ccccc1F)Nc1cc(Cl)ccc1-n1cncn1	1	-3	1	4	9	-2	-2	5	5
O=C(Nc1nc2c(c(=O)[nH]1)CCCC2)C1CC1	5	2	2	3	1	-2	3	-4	2
N#C/C(=C/c1ccccc1[N+](=O)[O-])C(=O)NCc1ccco1	7	0	-7	-2	23	-2	11	10	3
CN1C(=O)C2(c3ccccc31)N(C)CC(c1ccccc1)C21SC(=S)N(Cc2ccco2)C1=O (stereo not given)	-3	3	3	1	3	1	-1	5	1
